Screens as filed in PubChem BioAssay.
Yeast eIF2B – GCN4-lacZ reporter reduction in eIF2B-epsilon mutant yeast, primary screen, S. cerevisiae, eIF2B-epsilon R284H, Beta-Glo luminescence | inhibition, % at 25 µM (by protocol) | AID 688, 2007 | hit rate 0.91% among 27,000;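 active = mutant luminescence inhibited past about 50% while wild type luminescence and mutant growth stay under set limits, limit read from the data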; also: some compounds called inactive have numbers as strong as hits
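Assay system: yeast eIF2B-epsilon R284H mutant carrying GCN4–beta-galactosidase fusion / Buffer or medium: YPD / Incubation: 16 h growth with compound at 30 °C, 90 min Beta-Glo step / Detection: Beta-Glo luminescence after Z-buffer lysis, growth by 595 nm absorbance / Read-out: % inhibition of reporter signal and growth versus controls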
Yeast growth tox – yeast growth toxicity, wild-type and mutant, primary screen, cytotoxicity control for eIF2B function restoration project, wild-type and eIF2Bepsilon R284H mutant, A595. S. cerevisiae wild-type growth, A595 turbidity, 16 h. growth inhibition, % at 25 µM (by protocol). AID 685, 2007. hit rate 0.3% among 30,000;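 active = mutant and wild-type yeast strains alike exhibit over 30% growth inhibition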;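 also: 0% = untreated cell controls and 100% = YPD media blanks without cells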
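Test system: Wild-type and eIF2Bepsilon-R284H mutant S. cerevisiae, screened separately | Dosing: Single 25 µM compound dose in 0.2% DMSO | Schedule: 16 h compound exposure during growth at 30 °C | Detection: A595 turbidity | Evaluation: Growth inhibition (%) versus cell controls and blanks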
Yeast growth tox inhibition % – second read-out of Yeast growth tox, no call of its own (marks repeat the call); growth inhibition, %; S. cerevisiae eIF2Bepsilon-R284H mutant growth, A595 turbidity, 16 h;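 each compound tested once at 25 µM; 0% equals untreated cells and 100% equals cell-free medium blanks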
Yeast eIF2B mutant toxicity – second read-out of Yeast eIF2B, no call of its own (marks repeat the call); growth inhibition, %; measured here: mutant yeast growth, toxicity;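 each compound tested once at 25 µM; zero equals untreated control growth and 100 equals blank medium absorbance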
* = called active by the depositor; . = not tested or not shown. The list is partial. The share of hits here may be higher or lower than overall.

structure	Yeast eIF2B	Yeast eIF2B mutant toxicity	Yeast growth tox	Yeast growth tox inhibition %
COc1ccc(-c2cc(C(F)(F)F)nc(SCCC(=O)NCc3ccccc3)n2)cc1	8.3	6.5	4.6	6.5
N#CC1=C2C=Cc3ccccc3N2CCCC1=O	-25.3	23.8	-13.8	23.8
O=c1c2ccccc2nc(-c2ccccc2)n1Cc1ccco1	20.8	19.2	10.0	19.2
O=C1C2ON(c3ccccc3)C(c3cccnc3)C2C(=O)N1Cc1ccccc1 (stereo not drawn)	-6.9	6.9	-17.6	6.9
COc1ccccc1-c1nnc(SCC(=O)N2CCC(C)CC2)o1	23.5	-11.4	-1.6	-11.4
O=C1CCC(=O)c2oc3ccccc3c2N1	25.6	19.2	17.0	19.2
CC(C)c1ccc(O)c(NC(=O)c2cccnc2)c1	20.8	12.1	18.5	12.1
Cc1ccc(-c2nc3ccccc3n3nnnc23)cc1	-19.9	-33.3	-15.5	-33.3
Cc1ccc2c(c1)N(CCC(=O)NCC1COc3ccccc3O1)C(=O)CO2 (stereo not drawn)	-4.6	16.1	-7.2	16.1
O=c1ccc(/C=C/c2ccccc2)nn1Cc1ccccc1Cl	20.7	5.0	-1.5	5.0
O=C(NCc1ccccc1)NC1(C(=O)Nc2ccc3c(c2)OCCO3)CCCCC1	.	.	-5.5	-8.3
C=CCn1c(SCc2c(C)noc2C)nc2sc3c(c2c1=O)CCCC3	23.6	-38.1	25.0	-38.1
O=C(N1CCOCC1)N1CCN(c2nc(-c3ccccc3)cs2)CC1	14.3	18.5	9.3	18.5
Nc1nc(SCC(=O)NCCCN2CCOCC2)nc2sc3c(c12)CCC3	33.9	15.4	4.6	15.4
Cc1ccc(-c2nc(N)n(S(C)(=O)=O)n2)cc1	.	.	2.0	-3.7
CC1CCCC(C)N1C(=O)CN1C(=O)C(C)(C)Oc2ccc(C(=O)NC3CCCCC3)cc21 (stereo not drawn)	9.2	6.9	9.6	6.9
CS(=O)(=O)N1CCC(C(=O)O)CC1	17.1	3.0	20.7	3.0
Cc1ccc(C(c2nnnn2CS(=O)(=O)c2ccc(C)cc2)N2CCC(C)CC2)cc1 (stereo not drawn)	1.7	-27.3	-4.2	-27.3
CC(C(=O)NCc1ccccc1)N(CCN1CCOCC1)C(=O)c1snc(C(N)=O)c1N (stereo not drawn)	-13.6	.	-2.4	0.0
COC(=O)C1C(C(C)C)N(c2ccccc2)OC1(C)O (stereo not drawn)	-5.4	3.9	-3.7	3.9
CCS(=O)(=O)N1CCC(C(=O)Nc2cccc(C(C)=O)c2)CC1	-4.6	-8.3	18.4	-8.3
O=C(C1CCN(S(=O)(=O)c2ccccc2)CC1)N(CCc1ccccc1)Cc1ccco1	.	.	-10.7	-10.0
O=C(c1ccc(C#Cc2ccccc2)o1)N1CCN(c2ccccn2)CC1	14.1	20.0	13.2	20.0
O=c1[nH]c2ccc(S(=O)(=O)N3CCN(Cc4ccccc4)CC3)cc2[nH]c1=O	18.6	-6.9	44.6	-6.9
CCNc1c2c(nc3ccccc13)CC(C)(C)CC2=O	27.1	-7.8	-1.4	-7.8
Nc1ccc(O)c(-c2nc3ccccc3s2)c1	9.9	.	.	.
CCN(CC)c1ccc(N2C(=O)c3ccccc3C2=O)cc1	21.6	11.1	6.2	11.1
O=C(Nc1cccc(Cl)c1)c1cnn2cccnc12	2.1	-14.3	-4.6	-14.3
O=C1c2ccccc2C(=O)N1c1ccc(Cl)cc1	23.2	6.7	5.6	6.7
CC(NC(=O)Cc1cccs1)C(c1cccs1)N1CCN(c2ccccc2)CC1 (stereo not drawn)	3.1	-4.2	10.8	-4.2
O=C(NC1CC1)c1cc(=O)c2ccccc2o1	19.4	-7.1	15.7	-7.1
O=S(=O)(c1cccs1)n1cccn1	20.5	10.3	13.3	10.3
COC(=O)c1cc(C)sc1NC(=O)C1CC=CCC1C(=O)O (stereo not drawn)	21.6	21.6	2.6	21.6
O=C(NCc1cccc(Cl)c1)c1cnccn1	.	.	3.8	7.4
O=C1CC(c2ccccc2)CN1Cc1ccccc1 (stereo not drawn)	21.1	.	24.3	0.0
Cc1cccc(-n2c(N)cc(=O)nc2SCC(=O)Nc2nnc(C)s2)c1	-3.3	15.6	21.6	15.6
COc1ccc(C2C3=C(CC(C)(C)CC3=O)Oc3ncn(CCCn4ccnc4)c(=N)c32)cc1 (stereo not drawn)	17.9	-4.8	2.7	-4.8
Cc1cccc(NC(=O)C(C)Oc2ccccc2C)n1 (stereo not drawn)	28.9	19.7	-2.8	19.7
C=CCN1C(=O)C(C)(C)Nc2ccccc21	18.7	-23.8	21.1	-23.8
COc1ccc(OC)c(NC(=O)Cn2cccc2)c1	-3.2	.	24.3	0.0
CCOC(=O)C1CCCN(c2nc(C)nc3c2oc2ccccc23)C1 (stereo not drawn)	12.4	.	-0.6	0.0
COc1cc(CN2CCC(C(=O)NC3CCCC3)CC2)cc(OC)c1O	.	.	8.3	-6.7
CCn1c(NCc2cccc(OC)c2OC)nc2ccccc21	17.8	-6.1	4.8	-6.1
CCc1nc(C)cn1S(=O)(=O)c1cc(OC)c(C)cc1C	25.9	-13.6	-4.1	-13.6
CCOC(=O)c1ccc(NC(=O)C2CCCN(S(=O)(=O)c3ccc(F)cc3)C2)cc1 (stereo not drawn)	.	.	9.3	9.3
O=C(CSc1ncccc1C(=O)O)c1ccc2ccccc2c1	-40.3	.	-7.3	0.0
CCOC(=O)c1ccc(NC(=O)CC2OCCN(CC)C2=O)cc1 (stereo not drawn)	-1.9	14.3	3.2	14.3
Cc1cc(=O)oc2c(CN(CC(C)C)CC(C)C)c(O)ccc12	.	.	-7.7	17.9
N#CC(c1ccc(O)cc1)N1CCCCC1 (stereo not drawn)	.	.	0.3	7.7
O=C(NC1CCCCC1)Sc1ccc(Cl)cc1	9.4	37.5	40.9*	37.5*

Record cards, from the list above.
Entry for CCNc1c2c(nc3ccccc13)CC(C)(C)CC2=O = Yeast eIF2B = 27.1; Yeast eIF2B mutant toxicity = -7.8; Yeast growth tox = -1.4; Yeast growth tox inhibition % = -7.8
Entry for CCS(=O)(=O)N1CCC(C(=O)Nc2cccc(C(C)=O)c2)CC1 = Yeast eIF2B = -4.6; Yeast eIF2B mutant toxicity = -8.3; Yeast growth tox = 18.4; Yeast growth tox inhibition % = -8.3

(continued)
structure	Yeast eIF2B	Yeast eIF2B mutant toxicity	Yeast growth tox	Yeast growth tox inhibition %
CCOC(=O)c1cc(C(=O)OCC)cc(-n2c(C)cc(C(=O)CN3CCOCC3)c2C)c1	25.8	8.0	14.9	8.0
O=C(CSc1nnnn1C1CCCCC1)N1c2ccccc2Sc2ccccc21	20.2	8.1	4.8	8.1
COC(=O)c1cccc(COC(=O)c2ccc(N(C)C)cc2)c1	.	.	-2.3	6.5
COc1ccc2[nH]c(=O)c(CN(C(=O)c3cccnc3)c3ccccc3)cc2c1	20.5	-10.0	-16.6	-10.0
Cc1cc(C(F)F)n2nc(C(=O)Nc3c(F)cc(F)cc3Br)nc2n1	.	.	-8.9	0.0
CCOC(=O)Cn1c(N2CCCCCC2)nc2c1c(=O)[nH]c(=O)n2C	17.5	20.7	13.3	20.7
COc1ccc(C2C3=C(CC(C)(C)CC3=O)Nc3n[nH]c(C)c32)cc1 (stereo not drawn)	-9.3	-8.6	-15.7	-8.6
CNC(=O)c1[nH]cnc1C(=O)Nc1ccccc1C	-17.0	.	.	.
CCN(CC)C(=O)C(=O)c1cccn1-c1cccc(Cl)c1C#N	-18.1	9.7	12.1	9.7
Cn1c(-c2ccc(-c3ccccc3)cc2)c[nH]c1=S	27.2	-16.7	3.3	-16.7
CC1CCc2nc(NC(=O)CN3CCOCC3)sc2C1 (stereo not drawn)	8.2	4.3	-14.3	4.3
O=C(CCCCCCCC(=O)NCC1CCCO1)NCC1CCCO1 (stereo not drawn)	20.3	-3.7	-5.4	-3.7
CCOc1cc(-c2nc(-c3cc(OC)c(OC)c(OC)c3)no2)cc(OCC)c1OCC	4.3	-15.4	-15.7	-15.4
COc1ccc(C2C(C(=O)c3ccc(C)o3)=C(O)C(=O)N2c2cc(C)on2)cc1OC (stereo not drawn)	22.4	17.2	23.5	17.2
CCCCn1c(SCc2ccccn2)nc2c1c(=O)n(C)c(=O)n2C	-2.6	9.1	-18.1	9.1
CCOc1ccccc1NC(=O)CSc1c(C)n[nH]c1C	-35.7	.	.	.
COc1ccc(C(=O)N2c3ccc(F)cc3CCC2C)cc1OC (stereo not drawn)	.	.	-0.7	-7.4
COCCN(C(=O)CC(C)(C)C)c1nnc(-c2cccnc2)s1	48.0	-17.4	13.9	-17.4
O=C(O)CSCc1ccc(Cl)cc1	14.5	10.0	-29.7	10.0
O=C(Nc1ccccn1)c1cc2ccccc2o1	56.6*	.	.	.
Cc1ccc2c(c1)cc(CN(Cc1ccc3c(c1)OCO3)S(=O)(=O)c1ccccc1)c1nnnn12	-11.9	-9.1	3.6	-9.1
CCN1CCN(c2ccc(NC(=O)c3cccc(OCc4ccccc4)c3)cc2)CC1	.	.	29.2	12.8
c1ccc(Cn2c(SCCN3CCOCC3)nnc2-c2cccnc2)cc1	62.1	-7.7	-9.2	-7.7
COc1cc(S(=O)(=O)NC2CCCC2)c(OC)cc1Cl	.	.	18.6	7.0
O=c1/c(=C/c2ccc(O)cc2)sc2n1CCCN=2	78.8*	.	16.4	2.3

Results in Yeast eIF2B mutant toxicity, Yeast eIF2B and Yeast growth tox (three entries from above):
SMILES	Yeast eIF2B mutant toxicity	Yeast eIF2B	Yeast growth tox
COc1ccc(C(=O)N2c3ccc(F)cc3CCC2C)cc1OC (stereo not drawn)	.	.	-0.7
COCCN(C(=O)CC(C)(C)C)c1nnc(-c2cccnc2)s1	-17.4	48.0	13.9
O=C(O)CSCc1ccc(Cl)cc1	10.0	14.5	-29.7

Further records follow.
structure	Yeast eIF2B	Yeast eIF2B mutant toxicity	Yeast growth tox	Yeast growth tox inhibition %
CCOC(=O)Cc1csc(NC(=O)c2ccc(Br)s2)n1	-26.0	5.3	-6.1	5.3
Nc1ccc(Sc2nnnn2-c2ccccc2)c(Cl)c1	12.7	-9.1	6.9	-9.1
O=C(NCC1COc2ccccc2O1)C1CCN(S(=O)(=O)c2cccc3nsnc23)CC1 (stereo not drawn)	2.7	10.7	-12.6	10.7
COc1ccc(C(=O)N2CCOCC2)cc1Br	.	.	19.7	3.6
Cc1ccc(C)c(OCCOCCN2CC(C)OC(C)C2)c1C (stereo not drawn)	19.1	21.6	23.5	21.6
CCn1c(Cc2c(C)[nH]c3ccccc23)nnc1SCC(=O)NCc1ccccc1	32.5	-28.6	3.2	-28.6
Cc1cc2c3nonc3ccc2n1C	18.8	.	.	.
COc1nc(OCCNC(C)=O)nc(N(C)C)n1	19.9	.	-17.9	0.0
CN(C(=O)c1cnc(N2CCN(c3ncccn3)CC2)c2ccccc12)c1ccc(Cl)cc1	21.1	-3.5	-10.2	-3.5
COc1cc(C2/C(=C(\O)c3cc(C)ccc3C)C(=O)C(=O)N2CCN(C)C)ccc1O (stereo not drawn)	18.1	-21.7	-34.6	-21.7
Clc1ccc(Cn2cc(Br)cn2)cc1Cl	.	.	-1.7	0.0
CCCSc1nc(-n2ncc(C#N)c2N)c2c3c(sc2n1)CCC(C)C3 (stereo not drawn)	.	.	20.4	18.4
COc1ccc(Cl)cc1N=Cc1c(O)cc(C)oc1=O	13.3	-6.9	-4.4	-6.9
CCOC(=O)c1c(NC(=O)CSc2nnc(-c3ccccc3)n2CC)sc(C(C)=O)c1C	-42.4	5.3	1.2	5.3
COC(=O)[C@@H](NC(=O)NC1CCN(Cc2ccccc2)CC1)C(C)C	20.7	4.0	17.5	4.0
C=CCn1c(SCc2nnc(-c3ccccc3)o2)nnc1C(O)c1ccccc1 (stereo not drawn)	-7.3	-12.5	19.1	-12.5
O=C(Oc1cc(-c2ccccc2)no1)c1ccc(Cl)cc1	17.3	19.4	16.8	19.4
O=[N+]([O-])c1cccc(N=NN(CCO)c2cccc([N+](=O)[O-])c2)c1	16.6	-19.4	-21.2	-19.4
O=C(Nc1ccc2oc(-c3ccc4ccccc4c3)nc2c1)c1cccs1	1.7	8.1	-10.7	8.1
